# MT stabilizer – stabilizes microtubules in HeLa cells; HeLa tubulin immunostaining HCS, 24 h; share of cells brighter than vehicle mean+2SD; % tubulin-high responders, % at 10 µM; hit rate 0.83% among 200,000;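 active = plate Z-score above 3 for both tubulin-high and condensed-nucleus cell shares, with cell loss under 80%, at 10 µM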;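 also: anti alpha tubulin signal scored within the nucleus-defined area of each cell; some results filed as inactive read as strong as hits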
# bCat nuc transl – alters nuclear translocation of beta-catenin in HeLa cells; nuclear translocation activity, % at 5 µM; hit rate 0.3% among 190,000; AID 1665; immunofluorescence imaging;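 active = nuclear translocation activity above 50% at 5 µM, with a well cell count of 50 or more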;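 also: per-cell ratio of nuclear to cytoplasmic median beta-catenin stain intensity; plate controls were DMSO negative control for no effect and GSK-3 inhibitor IX positive control for full effect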
#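 System: Human HeLa cells, endogenous beta-catenin | Compound dosing: 5 µM primary, 0.02–20 µM confirmation | Timing: 24 h compound exposure at 37°C, 5% CO2 | Measured by: Fluorescence imaging of beta-catenin antibody stain plus DAPI | Read-out basis: % activation of per-cell nuclear versus cytoplasmic median beta-catenin signal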
# Lipid droplet – hepatic lipid droplet formation modulation | AML12 mouse hepatocytes, oleate lipid droplets, BODIPY imaging | inhibition, % at 6.5 µM | hit rate 0.4% among 240,000 | AID 1656;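 active = lipid droplet intensity inhibited by at least 50%, with more than 500 cells counted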
#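 Test system: AML12 hepatocytes (mouse); reagent: oleate loading, 100 µM; dosing: one dose, 6.5 µM compound; incubation: overnight exposure; signal: fluorescence imaging, 20x objective, two fields per well; read-out basis: % inhibition of corrected integrated BODIPY droplet signal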
# Dynein cargo inh – dynein cargo transport inhibition; z-score, hits read low; 3617.4 mouse cells, GR-EGFP nuclear translocation imaging; test concentration mostly 20 µM; stimulated with dexamethasone, 1 µM; stronger effect = lower value; AID 1381; hit rate 0.47% among 220,000;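 active = plate z-score of nuclear minus cytoplasmic receptor signal below a set negative limit, without overly bright fluorescence or cell loss, cut at about -3.5 in these data, passing the limit was not always enough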;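 also: z-score of nuclear minus cytoplasmic ring GR-EGFP intensity difference per well; some compounds called inactive have numbers as strong as hits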
#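 Buffer or medium: tet-free, stripped-serum medium; reagent: dexamethasone at 1.0 µM final, 30 min; incubation: 48 h induction, 1 h compound, 30 min dex at 37 °C; measured by: formaldehyde fixation, Hoechst nuclear stain, 10x automated fluorescence imaging; read-out: nuclear-to-cytoplasmic GR-EGFP distribution per well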
# CSM14.1 death rescue – protection against thapsigargin-triggered cell killing – 384-well, CSM14.1, ATP luminescence, primary screen (AID 1222) | 190,000 tested, under 10 active | cellular ATP content (survival), % at 20 µM; hits with a dose series show EC50 in µM | CSM14.1 thapsigargin-induced death rescue, ATP luminescence; higher % means a stronger effect;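 active = EC50 below 50 µM in the dose-response confirmation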;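 also: death triggered by thapsigargin at about 15 µM added after 2 h compound pretreatment; cell ATP read after overnight thapsigargin exposure of roughly 18 to 22 hours; normalized against plate controls of thapsigargin alone and 5% DMSO vehicle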
# Autophagy mod – alters autophagy in cells | MEF GFP-LC3 puncta imaging; test concentration mostly 10 µM | calls only at 10 µM (by protocol) | hit rate 0.98% among 190,000 | AID 463193;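 active = percentage of spot-positive cells more than 3 SD above its plate mean, without a fluorescence outlier flag or 80% toxicity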;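 also: spot-positive cell cutoff set from DMSO-treated cells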
# WT yeast gro inh – growth inhibition of WT yeast, mitochondrial fusion screen; mitochondrial fusion phenotypic screen, WT strain; inhibition, % at 10 µM; hit rate 2.1% among 190,000; AID 1362; in the data active = inhibition above about 58%; tested in S. cerevisiae
# Insulin prom up – MIN6 insulin promoter up-regulation | MIN6 insulin promoter-GFP reporter, high-content imaging; stronger effect = higher value | z-score at 5 µM | hit rate 0.3% among 190,000 | AID 1625;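 active = z-score above 3 at 5 µM with at least 500 cells counted in the well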
# XIAP displacement – XIAP antagonists, biochemical, IAP family, fluorescence polarization (AID 1018); XIAP BIR domain, fluorescence polarization peptide displacement; higher % means a stronger effect; one-dose displacement, % at 20 µM; IC50 in µM for titrated hits; hit rate 0.007% among 200,000; in the data active = displacement above about 50%; also: a part of the inactive calls stands beside numbers as strong as those of hits
# WT yeast gro inh mutant strain – also measured in WT yeast gro inh; calls as there; inhibition, %; mitochondrial fusion phenotypic screen, mutant strain inhibition
# Dynein cargo inh cytoplasmic EGFP – recorded beside Dynein cargo inh, whose call it bears; z-score; measured here: cytoplasmic GR-EGFP intensity; stronger effect = higher value
# Dynein cargo inh nuclear GR-EGFP – further read-out of Dynein cargo inh, marked with its call; z-score; measured here: nuclear GR-EGFP intensity;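 lower value marks the stronger effect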
# Dynein cargo inh cell count – also measured in Dynein cargo inh; calls as there; z-score; measured here: cell count per field
# Insulin prom up cell count – further read-out of Insulin prom up, marked with its call; cell count; measured here: cytotoxicity, nuclei count;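 total cells summed across four imaged fields per well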
# Lipid droplet cells 6.5 µM – also measured in Lipid droplet; calls as there; cell count; measured here: cell count, cytotoxicity flag;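 cells counted across two imaged fields per well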
# bCat nuc transl cell count 5 µM – further read-out of bCat nuc transl, marked with its call; cell count; measured here: cell count, cytotoxicity flag
# MT stabilizer Hoechst-high % – also measured in MT stabilizer; calls as there; % Hoechst-high responders; measured here: nuclear condensation Hoechst responders;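 share of cells brighter than vehicle mean plus two SD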
# MT stabilizer cytotoxicity % – further read-out of MT stabilizer, marked with its call; toxicity, %; measured here: cytotoxicity by cell density;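 0% = mean cell density of plate MIN control wells and 100% = no cells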
# Autophagy mod cell loss 18 h – recorded beside Autophagy mod, whose call it bears; toxicity, %; measured here: cell loss, nuclei count;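 cell loss after 18 h compound exposure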
# * = called active by the depositor; i = inactive; nt = not tested or not shown.
# The line under a structure holds: MT stabilizer	MT stabilizer Hoechst-high %	MT stabilizer cytotoxicity %	bCat nuc transl	bCat nuc transl cell count 5 µM	Lipid droplet	Lipid droplet cells 6.5 µM	Dynein cargo inh	Dynein cargo inh cytoplasmic EGFP	Dynein cargo inh nuclear GR-EGFP	Dynein cargo inh cell count	CSM14.1 death rescue	Autophagy mod	Autophagy mod cell loss 18 h	WT yeast gro inh	WT yeast gro inh mutant strain	Insulin prom up	Insulin prom up cell count	XIAP displacement
O=C(C1CCN(S(=O)(=O)c2ccc(Br)s2)CC1)N1CCc2ccccc21
    2.2	1.4	4.4	3.6	1401	nt	nt	-0.3	-0.14	-0.15	0.66	-1.0%	i	3	-17	-1	-0.04	1465	-1.1%
CCN(CC)CC(C)OC(=O)c1cc(OC)c(OC)c(OC)c1 (stereo not drawn)
    1.8	1.3	8.1	nt	nt	16	789	-0.42	0.55	0.19	0.87	0.9%	i	-14	-11	5	nt	nt	1.1%
S=c1[nH]c2ccccc2n2cccc12
    nt	nt	nt	-2.7	1079	24	746	0.65	-0.0053	0.41	-1.1	nt	nt	nt	nt	nt	-0.01	1455	nt
CSc1ccccc1NC(=O)CSCc1ccc(Br)cc1
    2.9	2.0	6.9	1.1	1259	nt	nt	1.5	-0.24	1	0.19	-1.0%	i	-27	16	-4	-0.19	1521	-1.9%
Cc1ccc(NC(=O)c2ccc(Cl)nc2)cc1
    2.6	1.3	3.7	-3.3	1102	-3	721	0.85	0.26	1.3	-1.1	-0.9%	i	-3	5	-21	0.43	1282	-3.5%
O=C(O)CC/C(=N/NC(=O)c1cccs1)c1ccccc1
    3.1	2.5	1.7	0.0	603	11	729	0.89	-0.086	0.68	-1.8	-0.8%	i	-1	19	12	0.25	1257	-0.3%
COC(=O)CNC(=O)/C=C/c1ccc(OC)cc1
    2.4	1.9	8.2	nt	nt	nt	nt	-0.78	-0.19	-0.087	0.53	-1.0%	i	-29	nt	nt	nt	nt	-3.9%
COc1ccc(OC)c(Nc2nc(-c3sc(N)nc3C)cs2)c1
    3.5	2.7	7.7	-2.3	1036	-5	660	-0.38	-0.19	-0.42	0.27	2.1%	i	-5	31	17	nt	nt	-3.3%
COn1cnnc1-c1ccccc1
    3.3	1.6	1.8	-1.3	1468	nt	nt	-1.4	-0.045	-0.6	0.71	-1.3%	i	6	6	5	2.2	1441	-4.6%
CCCC[C@H](CN(N=O)[C@@H](Cc1ccccc1)CN(C)N=O)N(CCc1ccccc1)N=O
    4.3	1.8	7.3	0.8	1176	-32	718	-0.25	-0.28	0.13	-0.012	-2.5%	i	0	4	14	-0.89	1440	-4.7%
C/C(=N\NC(=O)c1cccnc1)c1ccc(C)c([N+](=O)[O-])c1
    2.0	2.5	17	-4.0	1152	4	699	1.7	0.93	2.1	-3.7	nt	i	6	15	30	0.27	1260	-7.7%
O=C(O)C1=C[C@H](c2ccc(C(F)(F)F)cc2)C[C@H](OCc2ccc(CO)cc2)O1
    3.4	2.1	3.6	-3.5	1163	35	736	-1.1	-0.24	-0.33	-0.26	-0.4%	i	-2	-5	2	0.81	1433	-3.9%
C=CCn1c(SCC(=O)NC2CCCCC2)nc2ccccc2c1=O
    3.2	3.0	3.5	3.9	923	-2	789	0.024	-0.28	0.33	0.36	-1.3%	i	8	18	9	1.5	1609	0.5%
CCOc1ccc(N2C(=O)CC(N(CCc3ccc(OC)cc3)C(=O)c3cccc(F)c3)C2=O)cc1 (stereo not drawn)
    4.7	3.4	6.4	-3.2	1149	-26	634	-0.45	-0.19	0.14	-0.86	-0.6%	i	15	-16	1	0.36	1522	-2.8%
Cc1ccc(N2CC(C(=O)Nc3cccc(F)c3)CC2=O)cc1 (stereo not drawn)
    2.2	2.5	4.0	-3.1	973	nt	nt	0.47	-0.32	0.19	0.23	-1.6%	i	11	12	1	nt	nt	0.1%
CCO[C@@H]1OC(C(=O)N2CCCCCCC2)=C[C@H](c2ccc(C(F)(F)F)cc2)[C@H]1CCCO
    1.9	1.2	8.3	-1.7	1107	-2	672	-1.5	-0.31	-0.53	0.5	5.1%	i	14	-8	-16	0.8	1321	-2.6%
CCS(=O)(=O)c1nc(S(=O)(=O)c2ccc(C)cc2)c(NCc2ccccn2)s1
    3.3	2.1	3.8	-1.6	1101	0	672	2.7	-0.2	1.5	-1.6	-1.2%	i	-21	8	18	nt	nt	-4.4%
O=[N+]([O-])c1ccccc1S(=O)(=O)N1CCCCC1
    3.2	2.4	1.3	0.1	913	0	697	-0.19	-0.3	-0.32	-0.25	-2.6%	i	-12	19	7	-0.49	1248	nt
COc1cc(/C=C2\SC(=O)N(c3ccc(O)cc3)C2=O)cc(OC)c1OC
    nt	nt	nt	0.9	1316	2	716	-1.2	-0.071	-0.59	0.56	nt	nt	nt	nt	nt	-0.05	1026	nt
CCOc1ccc(NC(=O)c2csc3c2CCCC3)cc1
    2.2	1.8	1.5	3.7	583	nt	nt	-0.46	-0.26	0.55	0.44	-5.9%	i	-40	11	-11	0.44	1422	8.7%
Cc1c(NC(=O)CN2c3ccccc3CC2C)c(=O)n(-c2ccccc2)n1C (stereo not drawn)
    5.5	2.1	9.2	-1.7	1048	5	686	0.044	-0.32	0.29	0.03	-0.2%	i	-11	-2	13	2.4	1383	-2.7%
COC(=O)c1cn(NC(=O)c2ccccc2[N+](=O)[O-])c(=O)c2ccccc12
    1.9	2.7	3.8	2.2	990	6	661	-0.84	-0.18	-0.59	0.72	0.3%	i	-11	-9	-16	-0.1	1144	-0.9%
Cc1cc(NC(=O)c2ccc(N3C(=O)C4C5C=CC(C5)C4C3=O)cc2)no1 (stereo not drawn)
    1.7	0.9	4.2	-3.0	991	-1	695	1.9	-0.1	1.3	-0.52	-1.4%	i	21	-9	-16	0.26	1666	-4.4%
CCCCN1C(=O)NC(NC(=O)c2ccco2)(C(F)(F)F)C1=O (stereo not drawn)
    3.0	1.7	4.9	0.6	1324	nt	nt	1.4	-0.17	0.092	-0.42	-0.5%	i	-6	4	7	0.81	1502	-1.6%
COc1cc(C(=O)O)c2ccccc2n1
    1.3	1.2	1.6	0.7	1028	22	765	-0.54	-0.26	0.18	0.39	-2.3%	i	-4	-8	-12	0.58	1478	-0.8%
O=c1[nH]c(CSc2ncnc3sccc23)nc2ccccc12
    nt	nt	nt	0.5	1317	1	682	0.3	-0.4	0.088	-1.1	nt	nt	nt	nt	nt	-0.44	1016	nt
CC(C)NC(=S)N/N=C1\CCCCc2ccccc21
    2.8	2.4	8.8	0.8	1093	9	705	0.91	-0.28	0.61	-0.51	-2.3%	i	9	65	68	-0.15	1340	-0.5%
Cc1cccc(-n2c(C)cc(/C=N/NC(=O)c3cccc([N+](=O)[O-])c3C)c2C)c1
    19	7.3	7.9	-3.7	1202	12	771	-0.39	0.1	0.21	0.34	2.6%	i	-9	14	9	0.44	1249	-3.9%
COc1ccc(N=Cc2nc(-c3ccccc3)oc2OC(=O)c2ccccc2)cc1
    0.9	3.2	4.0	-0.6	953	9	601	-1.3	0.3	-0.84	0.19	-0.5%	i	-2	5	9	0.05	1322	-1.7%
Cc1ccc2cc(C)c(N3CCC(C)CC3)nc2c1
    2.7	2.0	3.1	-1.1	1115	-2	704	1.1	-0.18	0.85	-0.8	4.6%	i	21	22	10	0.17	1324	-11%
O=C(O)CC(CC(=O)Nc1ccccc1C(=O)O)c1ccccc1 (stereo not drawn)
    nt	nt	nt	0.9	1300	-42	627	-0.68	-0.0082	0.25	0.6	nt	nt	nt	nt	nt	-0.01	944	nt
O=C(CSc1n[nH]c(-c2ccccc2O)n1)N1CCCc2ccccc21
    48*	35*	37*	-0.7	1426	nt	nt	-0.67	-0.33	-0.33	0.52	-1.3%	i	4	11	21	-0.1	1520	-4.6%
COc1cccc(CNCCN2CCOCC2)c1OC
    0.9	0.8	6.0	7.3	1054	2	749	-0.13	-0.19	-0.26	0.017	2.6%	i	-4	-10	4	0.64	1163	-4.5%
CC(C)OC(=O)NC(C)(C)COC(=O)Nc1cccc(Cl)c1
    2.6	1.7	3.3	6.9	370	-4	759	-0.3	-0.19	0.22	-0.23	-1.4%	i	-9	2	-3	nt	nt	2.1%

# Compound profiles, from the list above. Values in the order: MT stabilizer, MT stabilizer Hoechst-high %, MT stabilizer cytotoxicity %, bCat nuc transl, bCat nuc transl cell count 5 µM, Lipid droplet, Lipid droplet cells 6.5 µM, Dynein cargo inh, Dynein cargo inh cytoplasmic EGFP, Dynein cargo inh nuclear GR-EGFP, Dynein cargo inh cell count, CSM14.1 death rescue, Autophagy mod, Autophagy mod cell loss 18 h, WT yeast gro inh, WT yeast gro inh mutant strain, Insulin prom up, Insulin prom up cell count, XIAP displacement
# Profile of CC(C)OC(=O)NC(C)(C)COC(=O)Nc1cccc(Cl)c1 : 2.6, 1.7, 3.3, 6.9, 370, -4, 759, -0.3, -0.19, 0.22, -0.23, -1.4%, i, -9, 2, -3, nt, nt, 2.1%
# Profile of COc1cccc(CNCCN2CCOCC2)c1OC : 0.9, 0.8, 6.0, 7.3, 1054, 2, 749, -0.13, -0.19, -0.26, 0.017, 2.6%, i, -4, -10, 4, 0.64, 1163, -4.5%
